Compound activity (PubChem BioAssay)
TIM10 inh: growth inhibitors of TIM10 yeast strain | S. cerevisiae TIM10 strain growth, BacTiter-Glo luminescence, 24 h | inhibition, % at 10 µM | 330,000 tested, 1.4% active | AID 463195;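 active means inhibition of 40% or more at the single tested concentration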;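 further: wild-type TIM10 isogenic control strain grown at permissive 25 °C; 0% = DMSO yeast wells and 100% = minimal medium wells without yeast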
ATG4B inhibitor: blocks human ATG4B protease cleavage of LC3 substrate; AID 504462; ATG4B cleavage of LC3-PLA2, NBD-HPC fluorescence, 1 h; inhibition, % at 8.33 µM; Q9Y4P1; 340,000 tested, 0.51% active; in the data active means inhibition above about 40%
Target sequence (Q9Y4P1 whole entry, looked up): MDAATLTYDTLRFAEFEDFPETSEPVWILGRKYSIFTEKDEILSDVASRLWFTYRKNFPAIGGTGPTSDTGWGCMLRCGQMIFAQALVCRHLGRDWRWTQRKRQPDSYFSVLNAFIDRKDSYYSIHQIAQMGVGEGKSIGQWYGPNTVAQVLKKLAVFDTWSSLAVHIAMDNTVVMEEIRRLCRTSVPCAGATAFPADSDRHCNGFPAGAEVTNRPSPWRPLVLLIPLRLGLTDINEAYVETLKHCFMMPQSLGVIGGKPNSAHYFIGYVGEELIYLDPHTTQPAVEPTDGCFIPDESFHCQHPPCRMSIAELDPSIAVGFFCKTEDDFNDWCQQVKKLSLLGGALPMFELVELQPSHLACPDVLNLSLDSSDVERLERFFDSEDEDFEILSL
mIAP activ: increases mouse intestinal alkaline phosphatase activity | muIAP, CDP-Star luminescence, 30 min; active compounds read high; 1 = vehicle-only enzyme signal, 0 = enzyme-free wells | activation factor at 10 µM | 330,000 tested, 0.24% active;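 active means activation factor of at least 2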; further: the source names both 10 and 20 µM as test concentration; values of inactives mirror those of a sister screen read the other way
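System: Mouse IAP enzyme | Also added: CDP-Star substrate | Dosing: Compounds dispensed in DMSO | Schedule: 30 min enzyme-substrate-compound incubation at room temperature | Technique: Chemiluminescence readout | Control set: DMSO-only wells and no-enzyme negative control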
hIAP block: human IAP inhibition | inhibition, % at 10 µM | purified IAP, CDP-Star luminescence, 30 min | P09923 | 330,000 tested, 0.12% active | AID 2544;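 active means inhibition reaching a set limit with compound at 10 µM in the primary screen, cut at about 35% in these data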;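 further: plate controls were DMSO wells with enzyme for no effect and no-enzyme buffer wells for full effect; values of inactives mirror those of a sister screen read the other way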
Target sequence (P09923 whole entry, looked up): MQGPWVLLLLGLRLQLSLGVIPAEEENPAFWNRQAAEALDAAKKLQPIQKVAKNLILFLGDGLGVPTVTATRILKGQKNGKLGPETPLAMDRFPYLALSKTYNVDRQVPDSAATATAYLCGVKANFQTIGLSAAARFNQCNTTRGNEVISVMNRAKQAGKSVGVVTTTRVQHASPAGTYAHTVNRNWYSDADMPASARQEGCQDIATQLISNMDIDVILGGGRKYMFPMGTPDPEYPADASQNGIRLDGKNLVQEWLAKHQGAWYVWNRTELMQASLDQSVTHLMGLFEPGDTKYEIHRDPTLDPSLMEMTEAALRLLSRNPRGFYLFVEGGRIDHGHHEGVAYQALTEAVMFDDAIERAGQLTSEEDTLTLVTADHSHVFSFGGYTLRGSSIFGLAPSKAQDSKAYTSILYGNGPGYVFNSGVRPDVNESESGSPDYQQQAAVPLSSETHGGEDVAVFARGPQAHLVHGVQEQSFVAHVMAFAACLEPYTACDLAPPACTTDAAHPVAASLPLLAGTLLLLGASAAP
mIAP inh: mouse IAP inhibition; inhibition, % at 10 µM; 330,000 tested, 0.2% active; purified mouse IAP, CDP-Star luminescence, 30 min;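 active means inhibition of at least 40% at 10 µM in the primary screen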;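 further: plate controls were DMSO with enzyme for no effect and no enzyme wells for full effect; values of inactives mirror those of a sister screen read the other way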
Apaf-1 inh: inhibitors of human Apaf-1 apoptosome | reconstituted apoptosome caspase-3 activity, DEVD-Rh110 fluorescence | inhibition, % at 20 µM | 330,000 tested, 0.71% active; active means inhibition of at least 40% at 20 µM;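 further: plate controls were DMSO wells for no effect and DEVD-CHO caspase inhibitor wells for full effect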
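Material: reconstituted apoptosome with Apaf-1, cytochrome c, caspase-9, procaspase-3, dATP; medium: pH 7.5 Hepes buffer with CHAPS, BSA, DTT; also added: cytochrome c and DEVD-Rh110 substrate; timing: 30 min plus 50 min, RT; signal: Rh110 fluorescence intensity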
hIAP activ: increases human intestinal alkaline phosphatase activity. activation factor at 10 µM. 330,000 tested, 0.16% active. purified human IAP, CDP-Star luminescence, 30 min; active compounds read high; 1 = vehicle-only enzyme, 0 = enzyme-free background;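 active means activation factor of the enzyme at least 2-fold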; further: the source names both 10 and 20 µM as test concentration; values of inactives mirror those of a sister screen read the other way
NALP3 yeast inh: NALP3 inhibition in yeast; AID 2825; inhibition, % at 10 µM; 330,000 tested, 0.39% active; Yeast reconstituted NLRP3/ASC/caspase-1, beta-gal luminescence, 24 h;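 active means inhibition of 50% or more; inactive means inhibition below 50%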;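 further: plate controls were induced DMSO wells for no effect and uninduced yeast grown without galactose for full effect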
tim10-1 inh: tim10-1 yeast growth inhibition. S. cerevisiae tim10-1 ts strain growth, BacTiter-Glo, 24 h. inhibition, % at 20 µM. AID 463190. 330,000 tested, 2.2% active;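 active means inhibition of at least 40%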;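 further: mutant grown at 25 °C; 0% = DMSO wells with yeast and 100% = wells holding no yeast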
Active calls of the source: *; nt = not tested or not shown.

SMILES	TIM10 inh	ATG4B inhibitor	mIAP activ	hIAP block	mIAP inh	Apaf-1 inh	hIAP activ	NALP3 yeast inh	tim10-1 inh
CCCCN(C(=O)c1cc2c(s1)CCC2)c1c(N)n(CC(C)C)c(=O)[nH]c1=O	7	-2	0.97	14	3	-2	0.86	23	10
c1ccc(-c2cnnc(N3CCCCC3)n2)cc1	-1	0	1	16	-2	9	0.84	33	6
Cc1cc(NC(=O)CSc2nc(C(C)C)nc3sc4c(c23)CCCC4)no1	19	9	1.1	-24	-8	-22	1.2	3	15
CCOC(=O)c1c(C)[nH]c(C(=O)CN2CC(C)OC(C)C2)c1C (centres undefined)	-4	-1	1	-9	-3	6	1.1	1	-8
O=C(CN1C(=O)S/C(=C/c2cc(Br)cs2)C1=O)N1CCOCC1	-25	-2	0.94	-8	6	6	1.1	-11	-10
CCC(=O)N1CCc2cc(S(=O)(=O)NCCCN(CC)Cc3ccccc3)ccc21	14	-4	1	3	-2	-1	0.97	22	14
COc1cc(NC(=O)CN2CCCCCC2)cc(OC)c1	-14	-2	1	-1	0	8	1	-1	5
CC(C)CC(c1nnnn1C(C)C)N1CCN(c2ccccc2)CC1 (centres undefined)	24	-11	0.92	-13	8	4	1.1	11	-8
Cc1ccccc1NC(=O)c1ccc(C)c(S(=O)(=O)NCc2cccnc2)c1	9	3	1	-16	-1	0	1.2	0	11
O=C(Cc1ccc(Nc2nc3ccc(Br)cc3[nH]2)cc1)NCCc1cccs1	1	-15	1.3	-3	-30	35	1	23	11
Cc1cc(=O)oc2cc(OC(=O)c3cncc(Br)c3)ccc12	-3	6	1.1	4	-11	-4	0.96	20	-30
CCCCNS(=O)(=O)c1ccc(NC(=O)c2c(-c3ccccc3Cl)noc2C)cc1	9	0	1	-1	-4	8	1	6	26
COc1ccccc1CNC(=O)C(=O)NCC1OCCN1C(=O)c1ccc(Cl)cc1 (centres undefined)	0	-11	0.95	5	5	-4	0.95	3	1
COCCn1c(C)cc(C(=O)COC(=O)c2ccc(-n3nc(C)cc3C)cc2)c1C	8	-14	1	16	-1	10	0.84	-7	15
O=C(c1cc([N+](=O)[O-])ccc1N1CCCCC1)N1CCCC1	16	-5	0.92	13	8	-5	0.87	14	19
O=C(O)CCCCCN1C(=O)/C(=C/c2ccncc2)SC1=S	-6	1	0.98	-48	2	13	1.5	-16	5
CCC(=O)n1nc(-c2ccc(OC)cc2)nc1N	-11	0	1.1	-18	-6	11	1.2	6	12
O=C(NC1CCCCC1)NC1C2CC3CC(C2)CC1C3 (centres undefined)	16	-1	0.97	-18	2	8	1.2	20	26
CSCCC(Nc1ccc(S(=O)(=O)N2CCOCC2)cc1[N+](=O)[O-])C(=O)OCC(=O)N(C(C)C)C(C)C (centres undefined)	-14	-10	1	5	-2	13	0.95	15	23
CC(C)(C)NC(=O)CSc1nc(-c2ccccc2)cc(=O)[nH]1	10	1	0.96	-14	4	-4	1.1	13	-1
Cc1cc(CNC(=O)CCc2nnc(CCCCc3ccccc3)o2)nn1C	17	-3	1	18	0	-8	0.81	8	10
O=C(CSc1ccccn1)C12CC3CC(CC(C3)C1)C2	31	4	1.1	20	-6	13	0.81	31	34
COC(=O)c1c(NC(=O)c2cccs2)sc2c1CCC(C)C2 (centres undefined)	-7	-9	0.96	-10	4	11	1.1	8	19
CN(Cc1ccccc1)C(=O)c1cc(S(=O)(=O)N2CCOCC2)cn1C	-8	-11	0.94	0	6	-3	1	4	-6

An excerpt from above in order of SMILES length, ascending.
SMILES	TIM10 inh	ATG4B inhibitor	mIAP activ	hIAP block	mIAP inh	Apaf-1 inh	hIAP activ	NALP3 yeast inh	tim10-1 inh
CCC(=O)n1nc(-c2ccc(OC)cc2)nc1N	-11	0	1.1	-18	-6	11	1.2	6	12
COc1cc(NC(=O)CN2CCCCCC2)cc(OC)c1	-14	-2	1	-1	0	8	1	-1	5
O=C(NC1CCCCC1)NC1C2CC3CC(C2)CC1C3 (centres undefined)	16	-1	0.97	-18	2	8	1.2	20	26
O=C(CSc1ccccn1)C12CC3CC(CC(C3)C1)C2	31	4	1.1	20	-6	13	0.81	31	34
O=C(O)CCCCCN1C(=O)/C(=C/c2ccncc2)SC1=S	-6	1	0.98	-48	2	13	1.5	-16	5
Cc1cc(=O)oc2cc(OC(=O)c3cncc(Br)c3)ccc12	-3	6	1.1	4	-11	-4	0.96	20	-30
Cc1cc(CNC(=O)CCc2nnc(CCCCc3ccccc3)o2)nn1C	17	-3	1	18	0	-8	0.81	8	10
CC(C)(C)NC(=O)CSc1nc(-c2ccccc2)cc(=O)[nH]1	10	1	0.96	-14	4	-4	1.1	13	-1
CN(Cc1ccccc1)C(=O)c1cc(S(=O)(=O)N2CCOCC2)cn1C	-8	-11	0.94	0	6	-3	1	4	-6
Cc1ccccc1NC(=O)c1ccc(C)c(S(=O)(=O)NCc2cccnc2)c1	9	3	1	-16	-1	0	1.2	0	11
COc1ccccc1CNC(=O)C(=O)NCC1OCCN1C(=O)c1ccc(Cl)cc1 (centres undefined)	0	-11	0.95	5	5	-4	0.95	3	1
CCCCNS(=O)(=O)c1ccc(NC(=O)c2c(-c3ccccc3Cl)noc2C)cc1	9	0	1	-1	-4	8	1	6	26
CSCCC(Nc1ccc(S(=O)(=O)N2CCOCC2)cc1[N+](=O)[O-])C(=O)OCC(=O)N(C(C)C)C(C)C (centres undefined)	-14	-10	1	5	-2	13	0.95	15	23

(cont.)
SMILES	TIM10 inh	ATG4B inhibitor	mIAP activ	hIAP block	mIAP inh	Apaf-1 inh	hIAP activ	NALP3 yeast inh	tim10-1 inh
O=C1C=C(c2cccc(Cl)c2O)C[C@@H](c2ccc(Cl)cc2)C1	3	1	0.9	22	10	16	0.79	20	16
Nc1nc2c(-c3ccc(Br)cc3)nnn2c2ccccc12	23	1	1.1	-4	-6	-1	1	16	-14
COc1cc(-c2nnc(SC/C=C/c3ccccc3)n2N)cc(OC)c1OC	15	0	0.97	0	3	8	1	-13	25
C/C=C/c1ccc(OCCN2CCc3ccccc3C2)c(OC)c1	11	-5	0.99	-18	1	6	1.2	30	19
COc1cc(OC)c(OC)cc1C#N	0	-14	1	-3	-2	-8	1	12	-16
COc1ccc(Cl)cc1NC(=O)CCNC(=O)Cn1ccc2ccccc2c1=O	5	4	1	-5	-4	0	1	11	4
CN/C(=C\[N+](=O)[O-])NCCSCc1csc(CN(C)C)n1	6	-4	0.92	12	8	-10	0.88	12	-5
COCCNC(=O)C1CCN(S(=O)(=O)c2c(C)noc2/C=C/c2cccs2)CC1	3	-2	0.93	3	7	-8	0.97	2	12
CC(=O)Nc1ccccc1OCc1nnc(-c2ccccc2Cl)o1	2	-1	0.97	-16	2	-6	1.2	4	-5
Cc1ccc(SCC(=O)OCc2csc(CC(=O)Nc3ccccc3C)n2)cc1C	4	10	0.99	-20	1	19	1.2	6	24
COc1ccc(NCc2ccc(OC)c(Cn3ccnc3)c2)c(OC)c1	18	-2	1	2	0	13	0.98	30	2
O=C(CNC(=O)N1CC(=O)Nc2ccccc21)Nc1cccc(F)c1	-5	1	0.95	1	5	-7	0.99	-3	20
CCOc1ccc(S(=O)(=O)c2c[nH]c3ccccc3c2=O)cc1	9	10	0.96	-18	4	1	1.2	13	-14
O=C(Nc1ccc(F)cc1F)c1ccc(-n2cccn2)c([N+](=O)[O-])c1	-6	0	0.94	3	6	-4	0.97	25	15
CS(=O)(=O)N(Cc1ccc(Cl)cc1)c1ccc(C(=O)N/N=C/c2cc3ccccc3nc2Cl)cc1	18	19	0.98	-2	2	4	1	28	18
CC1CCN(C(=O)C(Cc2ccccc2)NS(=O)(=O)c2ccc3c(c2)oc(=O)n3C)CC1 (centres undefined)	-11	2	0.96	10	4	9	0.9	4	12
Cc1cccc(NC(=O)COC(=O)c2ccc3c(=O)n4c(nc3c2)CCC4)c1	-2	-2	1.1	10	-6	4	0.9	8	28
Cc1cc(NC2C3CC4CC(C3)CC2C4)n2ncnc2n1 (centres undefined)	16	12	1.1	13	-8	8	0.87	4	21
COc1cc(/C=C/C(=O)O)ccc1OS(=O)(=O)c1cc(C)ccc1C	12	-8	1	3	-2	-12	0.97	-2	12
CCc1cc(=O)n2[nH]c(C)c(-c3ccc(OC)cc3)c2n1	9	-3	0.98	-21	2	3	1.2	14	20
CCOC(=O)C1(CCc2ccccc2)CCN(C(=O)CCc2cnn(C)c2)CC1	15	5	1.1	7	-9	12	0.93	0	42*
COc1ccccc1CCNC(=O)c1cc(-c2ccccn2)nc2ccc(Br)cc12	15	nt	0.93	1	7	-20	0.99	0	9
CC(C)(C)c1cc(C(=O)O)n(Cc2ccc(Cl)cc2Cl)n1	17	0	0.89	5	11	-4	0.95	7	-2
CCOc1nnc(C)c2c(C)n(-c3cccc(Cl)c3)nc12	4	-1	0.92	-4	8	2	1	-1	6
CN(C)CCNc1nc2c(c(=O)[nH]c(=O)n2C)n1CCOc1ccccc1	-8	2	0.98	1	2	-2	0.99	-7	-6
Cc1ccc([N+](=O)[O-])cc1S(=O)(=O)NCC1COc2ccccc2O1 (centres undefined)	15	-8	0.92	26	8	10	0.74	10	27
CCCC1=C(C(=O)OCC)C(c2cc(Cl)cc(OC)c2OCc2ccccc2)NC(=O)N1 (centres undefined)	15	8	1.1	12	-7	5	0.89	10	23
O=C(c1ccccc1)c1c[nH]c2cc3c(cc2c1=O)OCO3	-13	nt	0.93	-6	7	-9	1.1	6	20
CCN(CC)CCCNC(=S)N(Cc1cccnc1)Cc1cc2cc(C)cc(C)c2[nH]c1=O	4	0	1	-12	0	5	1.1	0	21
CC(C)(C)NC(=O)COC(=O)c1ccc(O)cc1	8	-2	1.1	-6	-8	-14	1.1	-2	10
CCOC(=O)C/C(C)=N/NC(=O)Nc1ccccc1	7	28	0.98	5	2	2	0.95	11	12
NCc1ccccc1COc1ccccc1	2	11	0.97	5	3	2	0.95	5	0
COc1ccccc1CN1C[C@@H]2C[C@@H](c3[nH]c4ccc(C)cc4c3C)N3CCC[C@@]23C1=O	17	10	1.1	-14	-7	19	1.1	9	20
CCn1c(SCC(N)=O)nnc1-c1ccc(OC)c(OC)c1	4	-11	1	-1	0	-9	1	19	14
CC(=O)c1ccc(OC(C)C)c(CSC(=N)N)c1	-1	3	0.91	6	10	-3	0.94	-5	6
Cc1c(NC(=O)C(C)OC(=O)CCOc2ccccc2)c(=O)n(-c2ccccc2)n1C (centres undefined)	19	-2	0.94	14	6	-4	0.86	19	5
